# VLA-4 agonist – allosterically activates the human VLA-4 integrin. P13612. Jurkat cells, LDV-FITC binding, flow cytometry. activation, % at 10 µM (by protocol). 24,000 tested, under 10 active. AID 528;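 active = fluorescent ligand binding to cells raised by more than 40% of the manganese-induced maximum; inconclusive = compound's own fluorescence above 85% of the ligand control signal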;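 note: 0% = ligand binding without compound and 100% = manganese-stimulated maximal binding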
# Target sequence (P13612 whole entry, looked up): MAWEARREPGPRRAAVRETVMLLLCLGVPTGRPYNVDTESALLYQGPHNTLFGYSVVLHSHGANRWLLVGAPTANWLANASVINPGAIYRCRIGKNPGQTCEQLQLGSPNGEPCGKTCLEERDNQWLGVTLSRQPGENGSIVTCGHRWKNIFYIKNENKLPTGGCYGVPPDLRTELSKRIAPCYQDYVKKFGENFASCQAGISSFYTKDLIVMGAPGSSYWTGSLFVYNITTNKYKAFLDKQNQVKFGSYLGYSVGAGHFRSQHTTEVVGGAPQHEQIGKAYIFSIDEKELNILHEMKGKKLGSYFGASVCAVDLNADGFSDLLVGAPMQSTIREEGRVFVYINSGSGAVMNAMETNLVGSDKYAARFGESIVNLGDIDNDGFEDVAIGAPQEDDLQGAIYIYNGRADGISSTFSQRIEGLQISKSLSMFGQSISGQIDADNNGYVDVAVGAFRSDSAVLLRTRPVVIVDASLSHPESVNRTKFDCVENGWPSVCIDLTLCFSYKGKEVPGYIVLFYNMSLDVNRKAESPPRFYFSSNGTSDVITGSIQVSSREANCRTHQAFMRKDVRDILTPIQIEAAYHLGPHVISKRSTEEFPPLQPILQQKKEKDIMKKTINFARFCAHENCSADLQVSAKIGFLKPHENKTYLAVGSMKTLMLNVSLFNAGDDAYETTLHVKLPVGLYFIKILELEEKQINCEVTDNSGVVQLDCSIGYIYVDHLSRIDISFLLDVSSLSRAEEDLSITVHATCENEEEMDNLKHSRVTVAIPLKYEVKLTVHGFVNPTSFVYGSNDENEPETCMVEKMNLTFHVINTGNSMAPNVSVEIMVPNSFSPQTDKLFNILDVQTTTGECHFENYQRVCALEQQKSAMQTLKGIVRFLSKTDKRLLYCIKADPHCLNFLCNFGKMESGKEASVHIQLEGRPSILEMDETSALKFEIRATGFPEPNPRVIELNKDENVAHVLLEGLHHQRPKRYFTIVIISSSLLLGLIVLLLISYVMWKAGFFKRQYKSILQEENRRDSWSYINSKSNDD
# Prostate diff – activators of LNCaP prostate cell differentiation. side scatter shift, % at 10 µM. 0.56% of 24,000 active. AID 795. flow cytometry side scatter, 4 d;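 active = side scatter shift above 30%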;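 note: androgen-responsive LNCaP prostate cancer cells in charcoal-stripped serum medium; percent of cells past a gate set so DMSO wells show 10% shift; higher shift means more granular cells and more differentiation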
# VLA-4 antagonist – blocks LDV-FITC ligand binding to Mn2+-activated human VLA-4 integrin; Jurkat cells, LDV-FITC binding with Mn2+, flow cytometry; 100% = Mn2+-driven binding gain fully reversed; P13612; 0.2% of 24,000 active; inhibition, % at 10 µM (by protocol);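 active = inhibition above 50%; inconclusive = compound itself fluorescent, judged against control cell fluorescence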;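 note: 0% = Mn2+ stimulated cells lacking compound and 100% = ligand binding without Mn2+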
# Jurkat autofluor – counter-screen for VLA-4 integrin: compound autofluorescence in Jurkat cells; flow cytometry; active compounds read high; 1 = vehicle-only cell background; fluorescence ratio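 (tested at 10 µM compound in the well)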; 0.61% of 24,000 active; AID 576;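 active = fluorescence ratio above 2.44, which is 1 plus 3 SD of all ratios; inconclusive = signal too bright to measure linearly, ratio around 10 or more; inactive = fluorescence ratio below 2.44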;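 note: green fluorescence of cells measured with 488 nm excitation and 530 nm emission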
# Numbers without * were called inactive; ? = inconclusive; . = not tested or not shown.
SMILES,VLA-4 agonist,Prostate diff,VLA-4 antagonist,Jurkat autofluor
CN(CC(=O)N1CCCCCC1)S(=O)(=O)c1cccc2cccnc12,3.0,10.0,2.0,1.04
CC1CCN(C(=O)CCCOc2cc(=O)n(C)c3ccccc23)CC1,-1.0,11.0,18.0,1.13
NC(=O)SCC(=O)Nc1cccc(Cl)c1,3.0,15.0,-7.5,1.01
CCCc1nnc(NC(=O)NCCN2C(=O)C3C4C=CC(C4)C3C2=O)s1 (centres undefined),-1.0,12.0,0.5,1.03
O=C(Nc1cc(C(F)(F)F)ccc1N1CCCC1)c1ccc2c(c1)OCO2,2.0,16.0,-5.5,1.09
COc1ccc(OC)c(C2/C(=C(\O)c3ccc4c(c3)OCCO4)C(=O)C(=O)N2CCCN(C)C)c1 (centres undefined),5.5,6.0,-12.0,1.08
O=C(CCN1CCN(c2ccc(F)cc2)CC1)Nc1ccc(F)cc1,2.0,2.0,12.0,1.05
O=C(c1cc2ccccn2n1)N1CCN(c2ccccn2)CC1,0.0,11.0,-2.0,1.02
CC1CCCC(C)N1C(=O)C1CC(c2ccc(F)cc2)=NO1 (centres undefined),1.0,7.0,7.0,1.09
CCCCOc1ccccc1-c1cc(C(=O)O)[nH]n1,-24.0,21.0,-30.0,1.13
CSc1ccc(C2C3(C#N)C(N)=NC4(OCCO4)C23C#N)cc1 (centres undefined),2.5,5.0,-4.0,0.97
Cc1ccc(Cn2ncc3c(NCCCN4CCOCC4)ncnc32)cc1,2.0,6.0,-13.0,0.99
Cc1ccccc1-c1nc(CS(=O)(=O)CC(=O)NCCCN2C(C)CCCC2C)c(C)o1 (centres undefined),?,1.0,?,0.9
CCN1CCCC1CNC(=O)CS(=O)(=O)Cc1nc(-c2ccccc2C)oc1C (centres undefined),-2.7,1.0,-8.0,1.01
Cn1c(=O)oc2cc(S(=O)(=O)NCc3ccco3)ccc21,2.0,7.0,-1.0,1.06
CCOc1ccc2c(c1)c1nnc(SCC(=O)N3CCC(C)CC3)nc1n2C,?,18.0,?,0.99
COc1cccc2[nH]c3c(N4CCCC(C)C4)ncnc3c12 (centres undefined),?,.,?,1.3
CC(=O)N1CCc2cc(S(=O)(=O)CCC(=O)NCc3cccs3)ccc21,-3.0,4.0,5.0,1
O=C(NCc1ccco1)c1noc2c1CCCC2,1.0,5.0,5.0,1.02
N[C@@H](Cc1ccc(O)c(I)c1)C(=O)O,0.0,3.0,-8.5,1.04
CCCCOCP(=O)(CCCC)COCCCC,-7.5,4.0,-18.5,0.97
COCCCn1c(=N)c(C(N)=S)cc2c(=O)n3cccc(C)c3nc21,?,10.0,?,1.6
COc1ccccc1NC(=O)N1CCn2c(nc3ccccc32)C1,0.0,10.0,-23.0,1.03
O=C1CCc2cc(S(=O)(=O)N3CCC(C(=O)Nc4nccs4)CC3)ccc2N1,3.0,5.0,-7.5,1.02
O=C1c2ccccc2C(=O)N1CCCn1nnc(-c2ccc(N3CCOCC3)cc2)n1,4.0,4.0,-5.5,1.04

# Later entries.
SMILES,VLA-4 agonist,Prostate diff,VLA-4 antagonist,Jurkat autofluor
Cc1ccc(CCNC(=O)C2CCCN(S(=O)(=O)c3cccc4nsnc34)C2)cc1 (centres undefined),-1.0,10.0,33.0,1.09
Nc1c(S(=O)(=O)c2cccs2)c2nc3ccccc3nc2n1CC1CCCO1 (centres undefined),-6.5,7.0,-5.5,1.18
CCOc1cc(C(=O)N2CCN(c3ccccc3)CC2)cc(OCC)c1OCC,0.0,5.0,-1.5,1.06
CC1CCCC(NC(=O)CN(C)S(=O)(=O)c2cccc3cccnc23)C1C (centres undefined),-4.0,16.0,4.0,1.11
CCOC(=O)C1CCCN(c2c(Nc3ccc(C)c(C)c3)c(=O)c2=O)C1 (centres undefined),-0.5,2.0,-12.0,1.06
COc1ccccc1CC(=O)NCC1CCCO1 (centres undefined),-1.0,2.0,-16.0,1.02
CCOC(=O)Cc1csc(NC(=O)C2CCCN(S(=O)(=O)c3cnc[nH]3)C2)n1 (centres undefined),-1.0,15.0,1.0,1.02
CN(C)c1ccc(CNCCC2(O)CCOC(C)(C)C2)cc1 (centres undefined),-2.5,5.0,-11.0,0.98
O=C(Nc1cccnc1)c1noc2c1CCCC2,1.0,6.0,7.0,1.01
Cc1ccc(S(=O)(=O)N2CCC(C(=O)NCCCN3CCCCCC3)CC2)cc1,5.0,7.0,5.0,1.01
Cc1cc(NC(=O)c2ocnc2C)no1,2.0,12.0,-5.0,1.06
COCCN(C(=O)Cn1nnc2ccccc21)C(C(=O)NC1CCCC1)c1cc(OC)ccc1OC (centres undefined),7.5,2.0,-25.5,1.07
COc1ccc(OC)c(NC(=O)NC2(C(F)(F)F)Oc3ccccc3O2)c1,1.0,5.0,15.0,1.05
CCc1ccc(C2CC(c3ccc(F)cc3)Nc3nc(N)nn32)cc1 (centres undefined),1.0,7.0,2.0,1.01
CCOC(=O)C1CCN(S(=O)(=O)c2cc(Br)cc3c2N(C(=O)C2CC2)CC3)CC1,-1.0,3.0,-9.0,1.06
Cc1ccc(C)c(S(=O)(=O)n2cnc3ccccc32)c1,?,9.0,?,1.22
Nc1nc(N2CCN(C/C=C/c3ccccc3)CC2)nc2ccccc12,-1.0,9.0,1.0,1.09
COC(=O)C1=C(C)n2nnnc2NC1c1ccc(Cl)cc1 (centres undefined),-3.0,7.0,9.3,1.07
Cn1c(Cn2c(=O)sc3ccccc32)nnc1SCC(=O)NC1CCCC1,-2.0,9.0,-4.0,1.04
O=C(CSc1nc(-c2ccco2)cc(C(F)(F)F)n1)N1CCN(Cc2ccccc2)CC1,-9.0,19.0,11.0,1.17
CCOc1cc(C(=O)N2CCN=C2SC)cc(OCC)c1OCC,0.3,14.0,-10.7,1.05
C=C(C)Cn1c(N(CCO)Cc2ccccc2)nc2c1c(=O)[nH]c(=O)n2C,6.0,4.0,1.0,0.97
O=C(CCc1nc2ccccc2s1)OCC(=O)N1CCN(C(=O)c2ccco2)CC1,6.0,4.0,-11.0,1.06
COc1cc2c(cc1OC)C(c1cccnc1)CC(=O)N2 (centres undefined),3.5,8.0,-5.5,0.92
Cc1nc(S(=O)(=O)N(C)c2ccccc2)c(C#N)c(C)c1Cl,?,0.0,?,1.04

# Retrieved by compound from above, 6 records:
SMILES,VLA-4 agonist,Prostate diff,VLA-4 antagonist,Jurkat autofluor
COC(=O)C1=C(C)n2nnnc2NC1c1ccc(Cl)cc1 (centres undefined),-3.0,7.0,9.3,1.07
Cc1ccc(S(=O)(=O)N2CCC(C(=O)NCCCN3CCCCCC3)CC2)cc1,5.0,7.0,5.0,1.01
CC1CCCC(NC(=O)CN(C)S(=O)(=O)c2cccc3cccnc23)C1C (centres undefined),-4.0,16.0,4.0,1.11
CCOc1cc(C(=O)N2CCN=C2SC)cc(OCC)c1OCC,0.3,14.0,-10.7,1.05
Cc1ccc(C)c(S(=O)(=O)n2cnc3ccccc32)c1,?,9.0,?,1.22
COc1cc2c(cc1OC)C(c1cccnc1)CC(=O)N2 (centres undefined),3.5,8.0,-5.5,0.92

# (list continues)
SMILES,VLA-4 agonist,Prostate diff,VLA-4 antagonist,Jurkat autofluor
C/C(N)=N\S(=O)(=O)c1ccc(Cl)cc1,-5.0,6.0,-10.0,1.02
CC(CCc1ccco1)NC(=O)Cn1ncc2c1-c1ccccc1OC2 (centres undefined),0.7,5.0,-9.3,1
COc1cc2c(cc1OC)CN(C(=O)COc1ccc(C#N)cc1)CC2,2.5,14.0,-11.0,1.08
CC(C)N1C(=O)C2C(c3ccccc3O)NC(C)(C(=O)O)C2C1=O (centres undefined),-2.0,4.0,7.0,1.05
CCOC(=O)CSc1nnc([C@H](C)NC(=O)OC(C)(C)C)o1,14.5,3.0,-27.5,0.91
CCOC(=O)N1CCN(S(=O)(=O)c2ccc3c(c2)CCN3C(=O)C2CC2)CC1,2.0,8.0,6.0,1.05
Cc1cccc(NC(=O)c2sc3nc(-c4ccc(F)cc4)cn3c2C)n1,?,26.0,?,5.09*
CCCCCn1c(=S)[nH]c2ncccc2c1=O,-8.0,6.0,-4.0,1.02
CCOC(=O)Nc1sc(=S)n(C)c1C,-1.0,6.0,-6.5,1
CCC1CCCCN1C(=O)CSc1nnc(CNC(=O)c2cc(OC)c(OC)c(OC)c2)o1 (centres undefined),-1.0,4.0,6.0,1.06
CCOC(=O)c1c(NC(=O)c2cc(C3CC3)on2)sc2c1CCCC2,1.0,11.0,-5.0,1.04
COCCn1c(=S)[nH]c2ncccc2c1=O,0.0,0.0,-55.0,1.04
CN1C(=O)C(C(=O)NC(C)(C)C)C2c3ccccc3OC13CCCCC23 (centres undefined),0.0,1.0,-9.0,1.03
Cc1oc(-c2ccccc2F)nc1CN1CCC(C(=O)NCc2ccco2)CC1,?,2.0,?,1.21
COc1ccc(OC)c(C2CC(=O)N3CN(c4cccc(Cl)c4C)CSC3=C2C#N)c1 (centres undefined),?,6.0,?,1.16
COCCCNC(=O)CS(=O)(=O)Cc1nc(-c2cccc(OC)c2)oc1C,7.0,5.0,11.0,0.94
Cc1ccc(S(=O)(=O)CCc2nnc(NC(=O)c3cnccn3)s2)cc1,-9.0,2.0,-2.5,0.98
O=C1C(c2ccncc2)=C(O)c2ccccc21,1.0,3.0,-6.0,1.01
CN(C=C1C(=O)CC(C)(C)CC1=O)CCN1CCNCC1,1.0,12.0,-38.5,0.99
Cc1c(NC(=O)C(C)N2C(=O)C3C4C=CC(C4)C3C2=O)c(=O)n(-c2ccccc2)n1C (centres undefined),4.0,1.0,-22.0,0.98
c1ccc(CN2CCN(c3nc4ccccc4n4cnnc34)CC2)cc1,?,4.0,?,1.16
Cc1ccc(/C(O)=C2/C(=O)C(=O)N(Cc3ccco3)C2c2cccs2)cc1 (centres undefined),7.0,6.0,-14.5,1.01
O=C(C1CC1)N1CCc2cc(Br)cc(S(=O)(=O)NCC3COc4ccccc4O3)c21 (centres undefined),?,4.0,?,1.1
CCCCn1c(SCC(=O)Nc2cc(C)[nH]n2)nc2ccsc2c1=O,-6.0,3.0,9.0,1.08
CCN(CC)S(=O)(=O)c1ccc(C(=O)N2CCN=C2SCc2cccnc2)cc1,2.0,13.0,-0.7,1.1

# (further entries)
SMILES,VLA-4 agonist,Prostate diff,VLA-4 antagonist,Jurkat autofluor
CCOC(=O)c1cc(C)n(S(=O)(=O)c2ccc(C)cc2)c1C,-3.0,19.0,-30.0,0.97
O=C(CCCn1c(=S)[nH]c2ccc(Br)cc2c1=O)N1CCN(c2ccccn2)CC1,-1.0,5.0,-14.0,1.05
COC(=O)c1nnn(-c2nc(N3CCCCC3)nc(N3CCCCC3)n2)c1C,3.0,10.0,-11.0,1.07
Cc1ccc(S(=O)(=O)C2(C(=O)Nc3ccc4c(c3)OCO4)CC2)cc1,3.0,7.0,13.0,1
Cc1cc(C)cc(-n2ccnc2SCC(=O)Nc2nccs2)c1,9.0,7.0,-13.0,0.82
CCOC(=O)c1[nH]c(C)c(C(=O)Nc2ccc(C)cc2C)c1C,2.3,10.0,-13.7,1.03
COc1ccc(CNC(=O)CCCNS(=O)(=O)c2cccc3nonc23)cc1,-2.0,10.0,-4.0,1.24
CCOc1cc(C2CC(=O)N3CN(C4CCCCC4)CSC3=C2C#N)ccc1O (centres undefined),1.5,5.0,-9.0,1.01
Cc1ccc(-c2cc(C(=O)NCCN3CCOCC3)no2)cc1,5.5,12.0,-10.0,1.08
O=c1cc(N2CCc3ccccc3C2)[nH]c(=O)n1-c1ccc(Cl)cc1,-2.3,9.0,-3.0,1.13
CCOc1ccccc1CN(Cc1ccco1)S(=O)(=O)c1ccc(-n2cnnn2)c(OC)c1,13.5,7.0,-16.5,1.06
C=C(c1ccc(O)cc1)c1ccc(O)cc1,-5.5,12.0,2.0,1.01
Cc1ccccc1NC(=O)CSC(N)=O,3.4,6.0,-19.1,1.04
CN1C(=O)c2ccccc2C(C(=O)NCCCN2CCCC2=O)C1c1c[nH]c2ccccc12 (centres undefined),4.0,2.0,13.0,1.02
Brc1ccc(-c2cn3cccnc3n2)cc1,-5.0,7.0,17.7,1.12
Cc1ccc(C(=O)N(Cc2nc(-c3ccc(C)cc3)no2)C(C)C)cc1,-5.0,5.0,18.0,1.15
CCOCCCNC(=O)C1CCC(CNS(=O)(=O)c2ccc(F)cc2)CC1 (centres undefined),-3.0,2.0,-12.0,1.05
COCCn1cc(C(=O)N2CCC(C)CC2)c2c3ccccc3n(C)c2c1=O,1.0,5.0,6.0,1.06
CC(=O)OC1CC(C)(C)N(OC(=O)c2ccccc2)C(C)(C)C1,?,10.0,?,1.09
CN1CC(=O)N/C1=N\C(=O)Nc1ccc2c(c1)N(C)C(=O)CS2,2.0,9.0,-3.0,1.11
COC(=O)c1cc(NC2c3ccccc3C(=O)N2c2ccc(Cl)cn2)cc(C(=O)OC)c1 (centres undefined),-4.0,9.0,-6.0,1.07
O=C(NCCN1CCN(c2ccccc2F)CC1)C1c2ccccc2C(=O)N2CCc3ccccc3C12 (centres undefined),-5.0,2.0,2.0,1.03
CC1CCN(C(=O)CNC(=O)Cn2ccc3ccccc3c2=O)CC1,3.0,10.0,4.0,0.99
COC(=O)CNC(=O)COC(=O)c1cc(Cl)cc(Cl)c1N,12.0,15.0,-4.0,1.09
CCN(CC)S(=O)(=O)c1cc(C(=O)Nc2ccccc2C(=O)O)ccc1OC,12.0,0.0,-21.0,0.87

# Screens as filed in PubChem.

# This is a subset; the hit share may differ from the screen's.
